Compound activity (PubChem)
TR SRC2 fluor cs: alters Texas Red total fluorescence, flagging assay interference | Potency, µM (doses to about 106 µM), for inactives: at the highest dose fluorescence change, negative = quenching | hit rate 0.29% among 280,000 | AID 1479 | TRb/SRC2 Texas Red total fluorescence interference; active = well fitted curve in either direction with a large enough effect; inconclusive = small, poorly fitted or top-dose-only effect
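Human TRβ ligand-binding domain (0.6 uM) and Texas Red SRC2 peptide (20 nM) in Tris buffer with 1 uM T3 and 5% DMSO were incubated with pinned compound for 5 hr at ambient temperature. Total fluorescence was computed as S + 2P (555/632 nm).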
Tau ThT inhib: inhibitors of human tau fibril formation, thioflavin T binding. P10636. recombinant tau K18 P301L, heparin-induced fibrillization, ThT fluorescence. Potency, µM (series often up to 57.4 µM), inactives show at the highest dose activity, negative = inhibition, actives largely listed as inhibitors. hit rate 2.1% among 270,000; also: nearly all actives have a fitted effect of over 55% in size
Target sequence (P10636 561-689 P618L limits assumed): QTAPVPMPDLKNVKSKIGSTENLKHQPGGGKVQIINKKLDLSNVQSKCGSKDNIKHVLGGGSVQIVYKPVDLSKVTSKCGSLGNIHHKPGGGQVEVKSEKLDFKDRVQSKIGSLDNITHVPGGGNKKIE
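Recombinant human tau K18 fragment […] carrying P301L, 15 uM unlabeled plus 0.24 uM Alexa 594-labeled, was fibrillized with 20 uM heparin in 100 mM sodium acetate pH 7 for 6 hr at 37 C; 30 uM ThT fluorescence read after 1 hr.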
L3MBTL1 inh: L3MBTL1 (human) inhibition. Q9Y468. AlphaScreen L3MBTL1–H3K9me1 peptide binding. Potency, µM (titrated, usually from 57.1 µM), for the others: at the highest dose activity, negative = inhibition, usual class: inhibitors. hit rate 0.66% among 230,000; also: nearly all actives have a fitted effect of over 60% in size
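AlphaScreen proximity signal between nickel-chelate acceptor and streptavidin donor beads (final 10 ug/mL) reports binding of 50 nM L3MBTL1 to 75 nM biotin-H3 K9me1 peptide; complex incubated with compounds 30 min at room temperature; cefsulodin titration as control.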
RGS12 GoLoco inh: inhibitors of human Gai1-RGS12 GoLoco interaction (red fluorophore). P63096. Potency, µM (titrated, usually from 61.6 µM), without a hit: at the highest dose activity, negative = inhibition, hits mostly inhibitors. Gai1:RGS12 GoLoco peptide FP, rhodamine, 10 min. hit rate 0.44% among 230,000; active = well fitted inhibition curve with a large enough effect, not every such curve was filed as active; inactive = no such curve, though single readings can be large or run the other way; also: nearly all actives have a fitted effect of over 30% in size; many of its hits are not listed in these tables
TRb-SRC2 inh: disrupts binding of human TR beta to SRC2; hit rate 0.065% among 280,000; P10828; Potency, µM (doses to about 106 µM), for the others: top-dose activity change, negative = inhibition, most hits filed as inhibitors; AID 1469; TRbeta-SRC2 peptide binding, fluorescence polarization; receptor liganded with 1 µM T3;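 also: plate controls were bound peptide for no effect and peptide without receptor for full effect; nearly all actives have a fitted effect of over 50% in size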
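Assay buffer: 20 mM Tris-HCl, 100 mM NaCl, 10% glycerol, 1 mM EDTA, 0.01% NP-40, 1 mM DTT, 1 uM T3, 5% DMSO; TRb LBD 0.6 uM, Texas Red SRC2 20 nM; FP after 5 hr.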
KDM4E inh: blocks human JMJD2E demethylase activity | B2RXH2 | JMJD2E catalytic domain, FDH-coupled NADH fluorescence (FDH is formaldehyde dehydrogenase) | Potency, µM (doses to about 57.1 µM), for the others: at the top dose activity change, negative = inhibition, most hits filed as inhibitors | hit rate 1.6% among 230,000 | AID 2147; active = well fitted inhibition curve with a large enough effect, not every such curve was filed as active; inconclusive = small, poorly fitted or top-dose-only effect, or another doubt; inactive = no such curve, though single readings can be large or run the other way;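 also: 0% = wells with enzyme and -100% = buffer wells without enzyme; nearly all actives have a fitted effect of over 50% in size; many of its hits are not listed in these tables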
RECQ1 inh: blocks DNA unwinding by human RECQ1. P46063. RECQ1 DNA unwinding, red fluorescence kinetic read. Potency, µM (top dose mostly 57.3 µM), for inactives: at the top dose activity, negative = inhibition, hits mostly inhibitors. hit rate 0.54% among 240,000. AID 2549;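 also: plate controls were vehicle for no effect and no enzyme for full effect; nearly all actives have a fitted effect of over 30% in size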
Target sequence (P46063 whole entry, looked up): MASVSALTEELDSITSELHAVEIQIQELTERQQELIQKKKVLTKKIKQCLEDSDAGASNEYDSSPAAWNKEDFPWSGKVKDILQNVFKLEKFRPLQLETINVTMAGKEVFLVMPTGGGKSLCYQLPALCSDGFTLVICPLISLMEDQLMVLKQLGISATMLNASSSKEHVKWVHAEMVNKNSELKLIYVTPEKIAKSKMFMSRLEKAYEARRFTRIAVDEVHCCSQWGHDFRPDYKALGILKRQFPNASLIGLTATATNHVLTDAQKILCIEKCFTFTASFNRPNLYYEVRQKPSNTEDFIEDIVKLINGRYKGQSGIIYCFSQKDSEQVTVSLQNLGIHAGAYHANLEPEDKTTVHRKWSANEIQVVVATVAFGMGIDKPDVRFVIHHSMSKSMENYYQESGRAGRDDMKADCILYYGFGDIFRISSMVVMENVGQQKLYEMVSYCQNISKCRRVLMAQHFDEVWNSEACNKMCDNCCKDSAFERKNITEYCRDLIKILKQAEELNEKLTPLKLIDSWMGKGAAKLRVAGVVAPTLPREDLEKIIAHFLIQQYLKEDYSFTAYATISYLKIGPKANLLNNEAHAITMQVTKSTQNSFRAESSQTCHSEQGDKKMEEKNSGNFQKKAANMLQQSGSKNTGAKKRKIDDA
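RECQ1T1 50 nM; forked duplex (20 bp + 30-nt ss tails) 200 nM, ATP 2 mM final; pH 8.0, 2 mM MgCl2, 2.5 ug/ml poly(dI-dC); 15 min compound preincubation; discontinuous kinetic read over 2 h at RT.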
Tau FP inhib: blocks human tau fibril formation measured by polarization; K18 P301L tau heparin fibrillization, Alexa594 FP, 6 h; hit rate 0.39% among 280,000; Potency, µM (doses to about 57.7 µM), for the others: at the top dose activity, negative = inhibition, most hits filed as inhibitors; P10636; also: nearly all actives have a fitted effect of over 55% in size
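Heparin (20 uM) drove fibril formation of recombinant tau K18 P301L, 15 uM unlabeled with 0.24 uM Alexa 594 label, for 6 hr at 37 C in 100 mM sodium acetate pH 7. Fluorescence polarization (555/632 nm) read 1 hr after 30 uM ThT.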
Active calls of the source: *; i = inactive; ? = inconclusive; nt = no result given; & = joins results of further samples; [ ] = another dose, or the depositor's remark. Unless noted, calls follow the shape of the dose curve; as a rule, active = well fitted curve in the direction sought with a large enough effect; inconclusive = small, poorly fitted or top-dose-only effect, or another doubt; inactive = no such curve, though single readings can be large; an effect the other way counts as inactive or inconclusive. Unless noted, % is scaled to controls: 0 for no effect and ±100 for the full control effect; potency is read from the fitted curve at half-maximal effect.

SMILES,L3MBTL1 inh,RGS12 GoLoco inh,Tau ThT inhib,RECQ1 inh,Tau FP inhib,TR SRC2 fluor cs,TRb-SRC2 inh,KDM4E inh
COc1ccc(CCNC(=O)Cn2cc(C(=O)c3ccccc3)c(=O)c3ccc(C)nc32)cc1OC,nt,nt,-13.8%,nt,-2.4%,1.8%,6.5%,nt
CCCCC/C=C\C/C=C\C/C=C\CCCCCCC(=O)NC(C)C(=O)O (centres undefined),nt,0.2%,-15.2%,i,-3.1%,-1.9%,5.9%,2.7%
Cc1c(NC(=O)C(C)OC(=O)COc2ccccc2)c(=O)n(-c2ccccc2)n1C (centres undefined),-29.3%,-8.4%,-0.8%,-13.4%,-0.7%,-1.2%,1.5%,6.0%
O=C(NC1CCCCC1)C(c1ccc(F)cc1)N(Cc1ccco1)C(=O)Cn1nnc2ccccc21 (centres undefined),nt,7.9%,1.9%,i,6.1%,1.2%,-1.5%,3.7%
Cc1ccccc1N1C(=O)CC2(CCCC2)CC1=O,nt,5.7%,1.4%,-6.6%,7.8%,-3.9%,7.0%,13.1%
Cc1ccc(NC(=O)CCC(C(=O)O)N2C(=O)c3ccccc3C2=O)cc1 (centres undefined),nt,-9.3%,-5.3%,i,-2.3%,-2.8%,-12.7%,4.7%
COc1cccc(Oc2cncnc2-c2ccc(OC)cc2O)c1,-0.6%,0.6%,?,1.6%,-3.5%,-0.3%,11.8%,1.9%
Cc1ccccc1-n1c(SCc2ccccn2)nc2n[nH]c(C)c2c1=N,3.9%[11.4 µM],0.6%,3.9%,-11.8%,4.6%,-5.4%,-3.7%,0.2%
Cc1cc(=O)oc2cc(OCC(=O)OCC(=O)Nc3ccccc3C(C)C)ccc12,1.6%,-20.1%,-7.9%,-12.4%,?,?,-4.8%,?
Nc1cccnc1Sc1ccc([N+](=O)[O-])cn1,-1.6%,-11.7%,?,-7.7%,2.9%,-3.1%,-5.8%,2.7%
Cc1csc2nc(NC(=O)c3ccccc3)sc(=O)c12,nt,-1.0%,nt,7.6%,-9.1%,-5.5%,5.8%,6.5%
O=c1[nH]c(=O)n(-c2ccc(F)cc2)c2c1C(C(F)(F)F)(C(F)(F)F)N=C(c1ccc(F)cc1)N2,4.4%,11.7%,-4.8%,-1.2%,5.6%,-1.4%,10.3%,-28.8%
CCCCN(C)C(=O)c1nc2ccccn2c1CNCCCn1ncc2ccccc21,-12.7%,5.4%,5.1%,0.4%,2.1%,-3.2%,-5.9%,-0.3%
O=C(CN1CCCCC1)Nc1cccc(Cl)c1,25.8%,10.9%,-1.4%,i,2.5%,-1.0%,2.8%,-5.0%
Cc1nn(CC(O)COc2ccc3c(c2)CCC3)c(C)c1C (centres undefined),nt,14.4%,-4.3%,1.6%,-0.2%,-1.1%,3.1%,3.6%

A section taken from the entries so far:
SMILES,L3MBTL1 inh,RGS12 GoLoco inh,Tau ThT inhib,RECQ1 inh,Tau FP inhib,TR SRC2 fluor cs,TRb-SRC2 inh,KDM4E inh
O=C(CN1CCCCC1)Nc1cccc(Cl)c1,25.8%,10.9%,-1.4%,i,2.5%,-1.0%,2.8%,-5.0%
Cc1nn(CC(O)COc2ccc3c(c2)CCC3)c(C)c1C (centres undefined),nt,14.4%,-4.3%,1.6%,-0.2%,-1.1%,3.1%,3.6%

The list continues.
SMILES,L3MBTL1 inh,RGS12 GoLoco inh,Tau ThT inhib,RECQ1 inh,Tau FP inhib,TR SRC2 fluor cs,TRb-SRC2 inh,KDM4E inh
CCn1cc(C(=O)Nc2ccc(OC)c(OC)c2)c2cc(OC)c(OC)cc2c1=O,nt,15.8%,-11.6%,-4.4%,7.4%,-1.0%,4.3%,-1.9%
CC(=O)c1cccc(NC(=O)N2CCCC2C(=O)NCc2ccccc2)c1 (centres undefined),nt,11.1%,4.5%,-8.2%,5.2%,0.7%,15.1%,1.1%
COCCn1c(C)cc(O)c(C(c2ccccc2)N2CCN(c3ccccc3F)CC2)c1=O (centres undefined),nt,nt,?,nt,-14.2%,0.1%,7.4%,nt
CCN(c1ccc(NC(=O)COC(=O)c2ccc(C)c(S(=O)(=O)N3CCOCC3)c2)cc1)C(C)C,nt,-4.7%,-4.9%,-3.2%,14.6%,-1.6%,4.9%,-0.8%
COCC(C)n1c(SCc2ccc(OC)c(F)c2)nc2ccccc2c1=O (centres undefined),nt,15.3%,-17.4%,i,-11.5%,-0.5%,2.0%,-1.5%
Cc1nc2c(-c3ccccc3)c(C)nn2c(C)c1CCC(=O)Nc1ccccc1F,nt,nt,?,nt,2.5%,-3.2%,0.3%,nt
COC(=O)C1=C(N)Oc2cc(C)n(Cc3cccnc3)c(=O)c2C1c1ccc(OC)c(OC)c1OC (centres undefined),-2.5%,-0.2%,-10.2%,-11.0%,3.6%,-2.9%,-6.3%,-10.6%
Cn1c(=O)c2sccc2n2c(CCCC(=O)NCc3ccccc3)nnc12,nt,nt,-1.8%,nt,6.9%,-46.1%,-0.9%,nt
O=C(COC(=O)c1ccc[nH]c1=O)NCCc1ccc(Cl)cc1Cl,-2.2%,2.0%,-0.6%,-0.5%,-7.7%,-2.1%,1.7%,-5.1%
CCS(=O)(=O)NCCc1csc2nc(-c3ccc(OC)cc3)nn12,nt,nt,-6.3%,nt,-9.3%,-0.6%,1.3%,nt
CCc1ccc2oc(C(=O)N(Cc3ccc(N(C)C)cc3)Cc3ccco3)c(C)c2c1,nt,nt,?,nt,-0.8%,-24.8%,-3.1%,nt
CCCC(=O)Nc1c(O)c2ccccc2[nH]c1=O,9.0%,8.5%,-3.4%,-7.4%,-12.2%,-1.4%,1.2%,?
O=c1cc(-c2ccccc2)nc(SCc2nc(-c3ccc(Cl)cc3)no2)[nH]1,nt,nt,5.9%,nt,-11.4%,-2.8%,-2.2%,nt
CCC(C)(C)n1nnnc1C(c1cc2cc(OC)c(OC)cc2[nH]c1=O)N1CCc2ccccc21 (centres undefined),45.9%[activator],-19.1%,-12.3%,7.6%,10.8%,-8.2%,-2.1%,10.9%
CCOC(=O)C/C(C)=N\Nc1nc(-c2ccccc2)cs1,8.0%,25.0%,14.1µM*,-7.5%,?,-6.7%,4.0%,-0.2%

New compounds follow:
SMILES,L3MBTL1 inh,RGS12 GoLoco inh,Tau ThT inhib,RECQ1 inh,Tau FP inhib,TR SRC2 fluor cs,TRb-SRC2 inh,KDM4E inh
Cc1cccc(Nc2c3c(nc4ccccc24)CCC3)c1,-10.9%,-1.1%,-4.9%,-5.7%,1.1%,-0.1%,2.2%,-15.6%
CCCCNC(=O)CCNS(=O)(=O)c1ccc(C)cc1,nt,-10.0%,-11.4%,-12.8%,-3.2%,0.6%,6.0%,9.3%
O=C1c2ccccc2C(O)(Cc2ccccc2)N1CCCN1CCOCC1 (centres undefined),-10.7%[11.4 µM],1.4%,-2.8%,-14.5%,-2.3%,-4.9%,-3.5%,3.3%
S=C(Nc1ccccc1)Nc1ccc(Br)cn1,1.4%,-0.8%,17.4%,-22.2%,4.1%,-0.3%,-5.7%,-1.8%
CCN(Cc1ccccc1)S(=O)(=O)c1cc(C(=O)NC2CCCCCC2)ccc1OC,0.3%,10.8%,-9.0%,i,11.3%,0.8%,-1.7%,9.6%
COc1ccc(C(=O)c2oc3ccccc3c2NC(=O)COc2ccccc2)cc1,nt,nt,3.5%,nt,?,1.0%,-1.9%,nt
CCOC(=O)c1cc2c(=O)n3ccccc3nc2n(Cc2ccco2)c1=NC(=O)c1ccc(C)c(C)c1,nt,nt,-6.8%,nt,3.9%,-1.8%,-2.9%,nt
CC(=O)NC(=S)NNC(=O)c1ccc(Br)cc1,29.3%,7.1%,-9.3%,-3.1%,-4.7%,0.9%,4.1%,8.3%
O=C(O)CC(NS(=O)(=O)c1c(F)cc(F)cc1Br)c1ccccc1Cl (centres undefined),4.3%,12.6%,-4.9%,i,5.8%,2.3%,2.7%,3.7%
OCCC1CN(Cc2ccc(-n3cccn3)cc2)CCN1Cc1ccccc1 (centres undefined),-8.8%,8.8%,-9.4%,-10.4%,4.6%,-0.4%,6.5%,10.8%
CN(C)c1ccc(C(=O)Nc2ccc(O)c3c(=O)cc(-c4ccccc4Cl)oc23)cc1,nt,4.9%,-13.2%,4.8%,8.4%,-0.9%&-5.1%,4.1%&2.3%,?
COc1ccc(CN(C)c2nc(-c3cccnc3)nc3ccccc23)cc1OC,nt,1.2%,?,-0.5%,-17.4%,-2.2%,-1.0%,-1.6%
CCCCC(=O)Oc1ccc2oc(-c3ccc(OC)cc3)cc(=O)c2c1,nt,nt,?,nt,-6.2%,-0.6%,4.7%,nt
CC(C)CC(=O)N1CCC(O)(CS(=O)(=O)Cc2ccc(Cl)cc2)CC1,5.5%,7.2%,-1.9%,-13.9%,1.4%,0.0%,0.9%,-4.0%
COc1ccc(-n2nc(C(=O)Nc3cc(OC)c(OC)c(OC)c3)c(=O)n(C)c2=O)cc1,nt,nt,-2.7%,nt,-4.1%,?,-1.8%,nt
COc1cccc(-c2cc(=O)c3cc(NC(=O)c4ccc(N(C)C)cc4)ccc3[nH]2)c1,-2.4%,15.4%&-3.7%,?,-5.4%[81.1 µM],10.8%[81.3 µM],-3.6%&-0.6%,-0.1%&4.7%,-4.8%
CCCSc1nnc(NC(=O)Nc2ccccc2)s1,-3.1%,2.0%,5.1%,-2.3%,-15.3%,2.8%,8.3%,6.4%
COc1ccc(NC(=O)c2ccco2)cc1NC(=O)c1ccc(Br)o1,2.1%[11.4 µM],12.5%,?,2.3%,-2.6%,-1.6%,2.8%,2.6%

Single values from above:
Cc1cccc(Nc2c3c(nc4ccccc24)CCC3)c1 in TRb-SRC2 inh has 2.2%
CCOC(=O)c1cc2c(=O)n3ccccc3nc2n(Cc2ccco2)c1=NC(=O)c1ccc(C)c(C)c1 in Tau FP inhib has 3.9%
O=C(COC(=O)c1ccc[nH]c1=O)NCCc1ccc(Cl)cc1Cl in KDM4E inh has -5.1%
CCCCC(=O)Oc1ccc2oc(-c3ccc(OC)cc3)cc(=O)c2c1 in TRb-SRC2 inh has 4.7%

A portion of the library; rates above refer to the full screens.
